# Screens (PubChem)
# NCI-60 one-dose screen, 48 h, at 10 µM unless noted. Numbers give growth in % (100 = growth as untreated, 0 = no growth, -100 = all killed).
# HOP-62 – HOP-62 NSCLC. 3.9% of 80,000 active
# A549/ATCC – A549/ATCC NSCLC; 3.7% of 81,000 active; AID 1794740
# HOP-92 – HOP-92 NSCLC cells; 6.3% of 71,000 active
# CCRF-CEM – CCRF-CEM leukemia; 7% of 77,000 active; AID 1794778
# EKVX – EKVX NSCLC | 3% of 71,000 active | AID 1794765
# MOLT-4 – MOLT-4 leukemia cells; 6.9% of 80,000 active; AID 1794779
# SR – SR leukemia cells | AID 1794780 | 8.7% of 73,000 active
# RPMI-8226 – RPMI-8226 leukemia cells; 7.5% of 77,000 active; AID 1794781
# Starred values were filed as active, the others as inactive; · = not tested or not shown; & = joins results of further samples. The calls were made as follows: active = growth percent below 10; inactive = the rest. Rows are unselected. About 12% of those tested had a hit in this group.
SMILES,HOP-62,A549/ATCC,HOP-92,CCRF-CEM,EKVX,MOLT-4,SR,RPMI-8226
O=C(NNC(=O)c1ccc(NC(=O)c2ccccn2)cc1)Nc1ccc(Cl)cc1,99,100,90,103,102,102,100,104
CCOC(=O)c1nnn(Cc2cc(=O)oc3cc(C)ccc23)c1C,102,99,97,87,100,103,100,94
CCC(NC)c1cccs1 (stereo not given),87,95,102,101,92,97,101,101
COC(=O)c1nc(-c2ccc(C)cc2)oc1Sc1ccc(C)cc1,94,98,88,87,105,72,76,81
C(CCc1nn[nH]n1)CCC1CCCCC1,108,·,92,97,98,98,96,108
CCCCN1CCCCn2c1nc1c2c(=O)n(C)c(=O)n1C,103,89,96,113,105,97,88,103
c1ccc(-c2cc(-c3ccccc3-c3ccc4ccccc4c3)no2)cc1,91,97,85,94,100,71,81,83
O=C(CCCCCCC(=O)Nc1ccc(C(=O)/C=C/c2cn(-c3ccccc3)nc2-c2ccc(Br)cc2)cc1)NNc1ccccc1,90,102,81,111,87,108,114,114
Cc1ccc2c(c1)C(C)Cc1c(N(C)C)ncnc1N2C (stereo not given),36,49,52,21,27,31,·,32
c1ccc(Sc2ccccc2)cc1,104,97,91,98,101,87,83,100
Clc1ccc(/C=N/c2n[nH]c(Nc3ccccc3)n2)cc1,109,102,94,101,84,104,100,105
O=C(NNC(=O)c1ccc(OCc2nc3ccc(Cl)cc3[nH]2)cc1)Nc1ccc(Cl)cc1,103,111,114,99,99,98,89,97
COc1ccc(S(=O)(=O)Nc2cc(Sc3cccc4cccnc34)c(O)c3ccccc23)cc1,46,13,39,13,37,-4.5*,8.6*,5.3*
Cc1ccc(S(=O)(=O)NC(CCCN=C(N)N)C(=O)O)cc1 (stereo not given),91,·,·,87,121,101,91,91
CCC1S/C(=N\N=C(/C)c2cccs2)N(c2ccccc2)C1=O (stereo not given),65,89,85,-39*,105,64,33,110
Cn1c[n+](C)c2ccccc21,106,99,108,110,124,106,117,111
OC(COc1ccc(Cl)cc1)COc1ccc(Cl)cc1,110,101,78,96,108,119,109,99
Clc1ccc(SCCSc2ccc(Cl)cc2)cc1,96,101,102,99,96,104,105,96
CC(=O)NCc1ccccc1,92,104,82,95,106,95,102,106
Cn1c(O)c(N=Nc2ccc(S(N)(=O)=O)cc2)c2cc(Br)ccc21,94,96,122,105,100,99,86,104
N#C/C(=C\c1ccc(F)cc1)c1nc2ccccc2s1,79,91,87,90,45,93,81,103
COc1ccc(C2NNC(=S)N2)cc1O (stereo not given),100,104,108,·,101,105,91,89
O=C1C=CC(=O)N1c1ccccn1,113,97,104,105,118,67,79,113
C[N+](C)(C)CCNC(=O)c1ccc(OCc2ccccc2F)cc1,105,101,103,97,99,109,131,·
COc1ccc(-c2cn(-c3ccc(Cl)cc3)c(=S)[nH]2)cc1OC,38,72,82,84,75,78,22,13
CCOC(=O)/C=c1\sc2n(c1=O)C1C(NN=2)N(CC)C(=O)N1CC (stereo not given),72,62,75,53,82,·,·,65
COc1cc2c(cc1OCCCCCn1c3ccccc3c3ccccc31)N=C[C@@H]1CCCN1C2=O,-38*,-67*,-66*,-0.5*,47,-40*,-55*,-39*
Nc1ncnc2c1N=C1c3ccccc3CCC1C(c1ccc(F)cc1)N2 (stereo not given),91,102,90,104,100,153,114,103
CS(=O)(=O)c1ccc2c(c1)c1c(n2S(=O)(=O)c2ccc(Cl)cc2)CCCC1=O,103,101,101,98,97,·,·,101
CC(=O)c1ccc2c(c1)Sc1ccccc1N2CCCN1CCN(CCO)CC1,·,100,71,104,101,66,88,104
COc1ccc(-n2nc(C)c3c(Oc4ccc(NC(=O)Nc5cc(C(F)(F)F)ccc5F)cc4)ncnc32)cc1,85,67,48,65,63,61,40,48
CCOC(=O)CCCCCCCCCCCCC1C=CCC1 (stereo not given),103,99,·,113,117,121,118,113
O=C(O)C(Cc1ccc(O)cc1)N1C(=O)/C(=C\c2ccc(-c3ccc(Cl)cc3)o2)SC1=S (stereo not given),106,110,99,92,85,103,106,98
Nc1nc(N)c2c(n1)CCC(S(=O)(=O)c1ccc3ccccc3c1)C2 (stereo not given),64,14,71,41,37,33,25,77
C[n+]1ccccc1/C=C/c1ccc(Cl)cc1,96,27,80,100,36,110,111,94
N#CC(C#N)=C1NC(c2ccccc2)=C(c2ccccc2)C(c2ccccc2Cl)=C1C#N,109,84,109,96,98,81,109,113
COc1ccc(-c2nnc(COc3ccc(C(=O)/C=C/c4cccs4)cc3)o2)cc1,117,87,·,69,·,78,59,·
O=C(/C=C/c1ccc2c(c1)OCO2)c1ccc(NC(=O)c2ccccc2CN2C(=O)c3ccccc3C2=O)cc1,101,90,120,94,98,82,77,·
C=CCOC(=O)C(O)C=C (stereo not given),95,97,·,87,·,105,·,102
Cc1nc2cc(NCc3cn(-c4ccc(F)c(Cl)c4)nn3)ccc2c(=O)n1-c1ccccc1,101,98,100,90,93,94,78,86
N#Cc1ccccc1/C=N/NC1=NCCN1S(=O)(=O)c1ccc(Br)cc1,89,94,86,103,93,92,105,93
N[C@@H](Cc1ccccc1)[C@@H](O)C(=O)NCCc1ccccc1,108,101,107,104,102,107,93,·
CCOC(=O)c1c(NCC(=O)Nc2cccc([N+](=O)[O-])c2)sc(C(C)=O)c1C,7.6*,-13*,-25*,4.9*,0.6*,3.1*,0.3*,-14*
Nc1ncc2ccc(F)cc2c1C#Cc1cncc(C(=O)NCCN2CCCCC2)c1,96,102,105,99,103,78,·,91
O=c1nccc(SCc2ccc(Cl)cc2Cl)[nH]1,65,96,·,89,93,103,103,81
O=[N+]([O-])c1ccc(N/N=C(\c2ccccc2)c2ccc(Cl)cc2)nc1,118,95,77,93,112,86,80,93
FC(F)(F)Oc1cccc(-c2cc(NCCCN3CCN(CCCNc4cc(-c5cccc(OC(F)(F)F)c5)nc5ccc(N6CCCC6)cc45)CC3)c3cc(N4CCCC4)ccc3n2)c1,90,96,95,37,117,100,12,75
COC(=O)[C@@H]1CC[C@H](C)c2ccc(C)nc2C1,105,94,109,106,96,107,113,105
CCC(C)C(NC(=O)c1ccccc1)C(=O)O (stereo not given),109,102,101,108,102,79,74,102
CCCCCc1cccnc1,97,100,104,100,99,108,121,87
Brc1ccc(/C=N/Nc2ncnc3sc4c(c23)CCN(Cc2ccccc2)C4)cc1,103,74,67,22,94,46,·,49
CC(C)C1(C)C(=O)N(C)C(=O)N1Br (stereo not given),103,102,107,91,·,94,98,101
C=C1C(=O)O[C@H]2[C@H]1CC/C(COC(=O)c1cnccn1)=C\CC[C@@]1(C)O[C@@H]21,90,82,66,25,75,66,48,19
N[C@@H](CO)[C@@H](O)c1ccc([N+](=O)[O-])cc1,113,99,·,101,110,96,103,102
CCOc1ccccc1/C=N\NC(=O)CCCCC(=O)N/N=C\c1ccccc1OCC,104,111,107,91,87,87,103,98
CCCCCCOC(=O)C(O)c1ccccc1 (stereo not given),104,89,98,95,115,106,105,103
OC(CCN1CCCCC1)(c1ccccc1)C1CCCCC1 (stereo not given),91&109,99&105,82,98&97,93&98,99&104,101&110,98&98
CCCCc1ccc(O)c(CN(CC)CC)c1,95,98,89,94,110,95,96,94
O=C(Nc1cc(Cl)ccc1C(=O)O)c1cccc(C[n+]2ccccc2)c1,86,115,98,127,102,91,94,96
O=C(O)/C=C\C(=O)Nc1ccc(N=Nc2ccccc2)cc1,113,107,102,109,102,89,84,99
# (listing goes on)
SMILES,HOP-62,A549/ATCC,HOP-92,CCRF-CEM,EKVX,MOLT-4,SR,RPMI-8226
N#C/C(=C\NC(=S)Nc1ccc(S(N)(=O)=O)cc1)C(=O)c1ccc2ccccc2c1,95,96,86,105,104,98,77,97
O=C(COc1ccc(Cl)cc1)N1N=C(c2ccc(Cl)cc2)CC1(O)c1cc(F)c(Cl)cc1Cl (stereo not given),87,111,87,57,94,18,23,114
Cc1nc2ncc(C(=O)NNC(=O)c3ccccc3)c(=O)n2[nH]1,91,88,104,91,107,98,99,102
CC(=O)Oc1ccc(C(c2ccccc2)c2ccccc2C(=O)O)cc1 (stereo not given),93,98,95,101,99,101,107,100
CC(=O)c1ccc(Cl)s1,109,105,121,127,110,91,106,·
C=CCn1c(C)nc2cc(Nc3nc(N)c4ccccc4n3)ccc21,94,108,79,96,·,83,59,87
CCCCCSc1oc(-c2ccc(F)cc2)nc1S(=O)(=O)c1ccc(C)cc1,100,80,63,76,74,73,80,55
Cc1ccc(S(=O)(=O)Oc2ccc(-c3ccc(OS(=O)(=O)c4ccc(C)cc4)cc3)cc2)cc1,101,94,81,74,85,95,97,63
c1ccc2sc(Cc3ccc4c(c3)OCO4)nc2c1,88,103,74,105,91,89,101,88
Clc1ccc(-c2oc(-c3ccc(Cl)cc3)c3c2CC=CC3)cc1,69,95,93,96,73,98,93,92
Cc1ccc(C)c(C(=O)c2ccccc2C(=O)O)c1,90,106,88,92,98,109,137,109
COc1ccc(OC(=O)OCc2ccccc2)cc1,97,94,·,85,87,116,106,97
c1ccc(OCC[P+](c2ccccc2)(c2ccccc2)c2ccccc2)cc1,27,31,-5.4*,·,26,35,23,11
CCOC(=O)c1ccc(NC(=O)CCCNCC(C)C)cc1,91,94,74,75,108,89,79,94
O=C(Nc1ccc2ncnc(NNc3nc4ccccc4s3)c2c1)c1ccccc1,66,71,107,80,72,66,56,59
O=C1NC(c2ccccc2)N=C2C(c3ccc(Cl)cc3)=NOC12 (stereo not given),94,96,97,100,104,104,104,105
COc1ccc(-c2[nH]ncc2C2NC(=O)c3sc4nc(C)cc(C)c4c3N2)cc1 (stereo not given),112,101,95,109,·,100,·,·
O=C(Nc1ccc(-n2cc(-c3ccncc3)c(-c3ccc(O)c(Cl)c3)n2)cc1)Nc1ccc(Cl)c(C(F)(F)F)c1,28,17,-23*,7.9*,20,9.6*,4.2*,-19*
COc1cc(-c2nc(-c3nc4ncccc4[nH]3)cc3c2[nH]c2ccccc23)cc(OC)c1OC,98,82,80,88,·,75,67,76
CCC(=O)OCCNC(=O)/C=C/c1ccc(OC)cc1,96,88,101,108,97,91,95,105
Cc1ccc2c(OCC(=O)N/N=C/c3ccc(N(C)C)cc3)cc(=O)[nH]c2c1,100,99,103,98,105,98,86,98
CC(=O)c1sc(Nc2nc(O)c(C3=c4cc(F)ccc4=NC3=O)s2)nc1C,137,97,110,101,88,89,95,93
COc1ccc(CNNC(=O)Cc2ccccc2)c(OC)c1OC,109,99,103,117,101,106,134,101
CS(=O)(=O)n1ccc2nc(Cl)nc(Cl)c21,102,103,108,95,101,101,86,99
COC(c1ccccc1)(c1ccccc1)N(C)C,96,106,·,99,·,99,102,96
CCCCCC/C=C\C(=O)OC,89,108,101,100,105,106,100,101
CC1(C)CC[C@]2(C(=O)Nc3ccccn3)CC[C@]3(C)C(=CC[C@@H]4[C@@]5(C)CCC(=O)C(C)(C)[C@@H]5CC[C@]43C)[C@@H]2C1,99,100,89,113,97,102,85,107
CN(C)CCC(=O)c1ccc2ccccc2c1,101,104,62,68,115,·,71,20
C1CN=C2CCCN2C1,111,98,92,117,118,95,100,106
Cc1nc(Cl)nc(N)c1[N+](=O)[O-],109,98,·,76,114,100,81,73
N#Cc1nc(CC(=O)c2ccc(Cl)cc2Cl)c(CC(=O)c2ccc(Cl)cc2Cl)nc1C#N,98,97,97,114,78,80,·,95
Cc1cc(C)c(C#N)c(OCC#N)n1,106,99,89,100,96,105,91,96
O=[N+]([O-])c1cccc(N=Nc2ccc(O)cc2O)c1,103,94,47,·,70,50,43,30
CC(N)C(c1ccccc1)c1ccccc1 (stereo not given),114,·,·,88,106,89,99,87
Nc1cc([N+](=O)[O-])ccc1Nc1ccc(O)cc1,90,103,123,80,117,·,·,·

# Given with two lines to a compound: part of the list above
# Every second line gives: HOP-62 | A549/ATCC | HOP-92 | CCRF-CEM | EKVX | MOLT-4 | SR | RPMI-8226
- C(CCc1nn[nH]n1)CCC1CCCCC1
 : 108 | · | 92 | 97 | 98 | 98 | 96 | 108
- CC(=O)NCc1ccccc1
 : 92 | 104 | 82 | 95 | 106 | 95 | 102 | 106
- CCOC(=O)c1c(NCC(=O)Nc2cccc([N+](=O)[O-])c2)sc(C(C)=O)c1C
 : 7.6* | -13* | -25* | 4.9* | 0.6* | 3.1* | 0.3* | -14*
- COc1ccc(CNNC(=O)Cc2ccccc2)c(OC)c1OC
 : 109 | 99 | 103 | 117 | 101 | 106 | 134 | 101
- CCOC(=O)/C=c1\sc2n(c1=O)C1C(NN=2)N(CC)C(=O)N1CC (stereo not given)
 : 72 | 62 | 75 | 53 | 82 | · | · | 65
- OC(COc1ccc(Cl)cc1)COc1ccc(Cl)cc1
 : 110 | 101 | 78 | 96 | 108 | 119 | 109 | 99

# Ordered by heavy-atom count (smallest number first): some entries from above
SMILES,HOP-62,A549/ATCC,HOP-92,CCRF-CEM,EKVX,MOLT-4,SR,RPMI-8226
C1CN=C2CCCN2C1,111,98,92,117,118,95,100,106
Cc1nc(Cl)nc(N)c1[N+](=O)[O-],109,98,·,76,114,100,81,73
CS(=O)(=O)n1ccc2nc(Cl)nc(Cl)c21,102,103,108,95,101,101,86,99
COC(c1ccccc1)(c1ccccc1)N(C)C,96,106,·,99,·,99,102,96
COc1ccc(CNNC(=O)Cc2ccccc2)c(OC)c1OC,109,99,103,117,101,106,134,101
N#Cc1nc(CC(=O)c2ccc(Cl)cc2Cl)c(CC(=O)c2ccc(Cl)cc2Cl)nc1C#N,98,97,97,114,78,80,·,95
CC1(C)CC[C@]2(C(=O)Nc3ccccn3)CC[C@]3(C)C(=CC[C@@H]4[C@@]5(C)CCC(=O)C(C)(C)[C@@H]5CC[C@]43C)[C@@H]2C1,99,100,89,113,97,102,85,107
